From PubChem BioAssay
HIV fusion peptide: cell-free HIV fusion peptide-binding blockers – biochemical, uHTS, fluorescence dequenching, primary screen (AID 1986) | cell-free peptide binding, fluorescence dequenching, 30 min; higher % means a stronger effect | one-dose inhibition, % at 20 µM; IC50 in µM for titrated hits | 290,000 compounds, 0.3% hits; in the data active = inhibition mostly above about 52%, no sharp cut-off; inactive = mostly below about 76%; note: some results filed as inactive read as strong as hits
KOR beta-arrestin-1: KOR agonists, beta-arrestin recruitment, primary screen, cell-based, luminescence, uHTS (AID 1777); 280,000 compounds, 0.02% hits; activation, % at 10 µM; hits with a dose series show EC50 in µM; KOR beta-arrestin recruitment, luminescence; higher % means a stronger effect; in the data active = activation above about 50%, passing the limit was not always enough; note: a part of the inactive calls stands beside numbers as strong as those of hits
GPR55 activation: selective activators of receptor GPR55 – imaging, U2OS cells, beta-arrestin-GFP redistribution, primary screen (AID 1961); 290,000 compounds, 0.048% hits; one-dose activation, % at 10 µM; EC50 in µM for titrated hits; U2OS GPR55 beta-arrestin-GFP redistribution imaging; higher % means a stronger effect;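 active = activation above 40% with more than 50 cells counted in the well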;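 note: U2OS osteosarcoma cells stably expressing GPR55 and beta-arrestin-GFP; plate controls were DMSO negative control for no effect and LPI positive control for full effect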
KOR beta-arrestin-2: KOR antagonists, beta-arrestin recruitment, cell-based, luminescence, uHTS (AID 1778). KOR beta-arrestin recruitment, luminescence, antagonist mode; higher % means a stronger effect. one-dose inhibition, % at 10 µM; IC50 in µM for titrated hits. 290,000 compounds, 0.091% hits; in the data active = inhibition above about 50%; note: strong numbers were not always called active
Siah-1 displacement: blockers of Siah-1 interaction with plectin peptide – biochemical, fluorescence polarization, rhodamine-plectin, uHTS, primary screen (AID 1817). Siah-1 / rhodamine-plectin peptide fluorescence polarization; higher % means a stronger effect. displacement, % at 20 µM, or IC50 in µM where a hit was titrated. 290,000 compounds, 0.02% hits;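 active = displacement of at least 50% at 20 µM, with a fluorescence ratio check between 0.3 and a set limit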;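 note: plate controls were Siah plus tracer with DMSO for no effect and tracer alone without Siah for full effect; strong numbers were not always called active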
NOD1 NF-kB reporter: inhibition of NOD1-driven NF-kB reporter – cell-based, luminescence, uHTS, primary screen (AID 1578) | NOD1-driven NF-kB luciferase reporter cells, luminescence; higher % means a stronger effect | inhibition, % at 4 µM, or EC50 in µM where a hit was titrated | 290,000 compounds, 1% hits; in the data active = inhibition mostly above about 36%, no sharp cut-off; inactive = mostly below about 34%;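 note: HEK-293T reporter cells stimulated with the NOD1 agonist gamma-tri-DAP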
GPR55 LPI antagonism: inhibition of LPI-stimulated GPR55 beta-arrestin translocation – imaging, U2OS, beta-arrestin-GFP, LPI agonist, primary screen (AID 2013) | U2OS GPR55 beta-arrestin-GFP translocation imaging, LPI antagonism; higher % means a stronger effect | inhibition, % at 10 µM; hits with a dose series show IC50 in µM | 290,000 compounds, 0.13% hits;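 active = spots per cell inhibited over 60%, with over 100 cells counted and total cytoplasm intensity under 500,000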;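 note: U2OS cells stably carrying GPR55 and arrestin-GFP stimulated by 5 µM LPI near EC80; imaged beta-arrestin-GFP aggregate spots per cell after agonist stimulation; plate controls were LPI-stimulated DMSO wells for no effect and DMSO wells without LPI for full effect; some results filed as inactive read as strong as hits; confirmed hits need IC50 under 10 µM and bright autofluorescent wells are also inconclusive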
GPR35 antagonists: GPR35 antagonists blocking zaprinast-driven arrestin recruitment, primary screen, imaging, U2OS, beta-arrestin-GFP, zaprinast agonist (AID 2058); U2OS GPR35 beta-arrestin-GFP translocation imaging, zaprinast antagonism; higher % means a stronger effect; inhibition, % at 10 µM; hits with a dose series show IC50 in µM; 290,000 compounds, 0.052% hits;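 active = inhibition of at least 50% with at least 30 cells and total cytoplasm GFP at most 10,000,000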
AID2073: inhibitors of Mint1-CaV2.2 protein interaction, biochemical, HTRF (AID 2073). inhibition, % at 20 µM; hits with a dose series show IC50 in µM. HTRF protein-protein interaction, Mint1-CaV2.2; higher % means a stronger effect. 290,000 compounds, 0.19% hits; in the data active = inhibition mostly above about 51%, no sharp cut-off; note: some results filed as inactive read as strong as hits
An asterisk follows results filed as active; [ ] = dose if it differs, or a comment.

For Cc1ccc(S(=O)(=O)CC(c2ccccc2)N2CCOCC2)cc1 (configuration not stated) the results were HIV fusion peptide 1.0%, KOR beta-arrestin-1 3.9%, GPR55 activation -0.1%, KOR beta-arrestin-2 26%, Siah-1 displacement -1%, NOD1 NF-kB reporter -19%, GPR55 LPI antagonism -5%, GPR35 antagonists -6% and AID2073 -2%.
`Cc1ccc(NC(=O)c2nnn(-c3cccc(C(F)(F)F)c3)c2N)cc1` gave HIV fusion peptide 5.6%, KOR beta-arrestin-1 1.2%, GPR55 activation 0.0%, KOR beta-arrestin-2 -18%, Siah-1 displacement 4%, NOD1 NF-kB reporter -11%, GPR55 LPI antagonism -4%, GPR35 antagonists -6% and AID2073 29%.
Cc1nc(-n2cc(F)c(=O)[nH]c2=O)c2nc(C)oc2n1 was read as HIV fusion peptide -2.6%, KOR beta-arrestin-1 -2.5%, GPR55 activation -0.1%, KOR beta-arrestin-2 -13%, Siah-1 displacement -8%, NOD1 NF-kB reporter 1%, GPR55 LPI antagonism 5%, GPR35 antagonists 6% and AID2073 -1%.
`CCCCn1c(N)c(N(CC(C)C)C(=O)CCC2CCCCC2)c(=O)[nH]c1=O` gave HIV fusion peptide -1.7%, KOR beta-arrestin-1 -0.4%, GPR55 activation -0.1%, KOR beta-arrestin-2 29%, Siah-1 displacement -4%, NOD1 NF-kB reporter 15%, GPR55 LPI antagonism -5%, GPR35 antagonists 6% and AID2073 2%.
Screening O=C(CSc1nnc(Cn2nnc3ccccc32)o1)Nc1cccc(Cl)c1 returned HIV fusion peptide 1.4%, KOR beta-arrestin-1 2.2%, GPR55 activation -0.1%, KOR beta-arrestin-2 -10%, Siah-1 displacement 0%, NOD1 NF-kB reporter 9%, GPR55 LPI antagonism 27%, GPR35 antagonists 14% and AID2073 -2%.
`Cc1cc(Cl)c(S(=O)(=O)N2CCN(c3ccccn3)CC2)cc1OCC(=O)NC1CCCCC1` gave HIV fusion peptide -0.6%, KOR beta-arrestin-1 12%, GPR55 activation -0.1%, KOR beta-arrestin-2 -26%, Siah-1 displacement 3%, NOD1 NF-kB reporter -4%, GPR55 LPI antagonism -8%, GPR35 antagonists -9% and AID2073 6%.
`COc1ccc(NC(=O)CC2C(=O)NCCN2C(=O)Nc2ccc(C(F)(F)F)cc2)cc1` (configuration not stated) gave HIV fusion peptide 0.2%, KOR beta-arrestin-1 6.2%, GPR55 activation -0.2%, KOR beta-arrestin-2 -25%, Siah-1 displacement -5%, NOD1 NF-kB reporter -30%, GPR55 LPI antagonism 5%, GPR35 antagonists -1% and AID2073 10%.
`COc1ccccc1N1CCN(C(CNS(=O)(=O)c2ccccc2)c2ccccc2)CC1` (configuration not stated) gave HIV fusion peptide -0.8%, KOR beta-arrestin-1 -4.0%, GPR55 activation -0.1%, KOR beta-arrestin-2 -17%, Siah-1 displacement 7%, NOD1 NF-kB reporter -1%, GPR55 LPI antagonism 8%, GPR35 antagonists 13% and AID2073 48%.
For Cc1ccc(C2=NS(=O)(=O)N(C)C(C(=O)NCc3ccc4c(c3)OCO4)=C2)cc1 the results were HIV fusion peptide -1.2%, KOR beta-arrestin-1 -2.6%, GPR55 activation -0.1%, KOR beta-arrestin-2 -15%[20 µM], Siah-1 displacement 11%, NOD1 NF-kB reporter 7%, GPR55 LPI antagonism -2%, GPR35 antagonists 5% and AID2073 -1%.
Screening COC(=O)c1ccc(C(=O)OC)c(NC(=O)c2cccnc2)c1 returned HIV fusion peptide -0.4%, KOR beta-arrestin-1 11%, GPR55 activation 0.2%, KOR beta-arrestin-2 -43%[20 µM], Siah-1 displacement -2%, NOD1 NF-kB reporter 37%, GPR55 LPI antagonism 16%, GPR35 antagonists -4% and AID2073 13%.
For CN(c1ccccc1C(=O)Nc1ccc2c(c1)OCO2)S(C)(=O)=O the results were HIV fusion peptide 4.1%, KOR beta-arrestin-1 -1.2%, GPR55 activation -0.1%, KOR beta-arrestin-2 -23%, Siah-1 displacement -1%, NOD1 NF-kB reporter -22%, GPR55 LPI antagonism -5%, GPR35 antagonists -5% and AID2073 7%.
`CC(=O)c1cc2c(cc1NC(=O)CN1Cc3ccccc3C1=O)OCO2` gave HIV fusion peptide -1.2%, KOR beta-arrestin-1 12%, GPR55 activation -0.1%, KOR beta-arrestin-2 -13%, Siah-1 displacement -8%, NOD1 NF-kB reporter -10%, GPR55 LPI antagonism -3%, GPR35 antagonists 1% and AID2073 16%.
Screening CCc1ccc(NC(=O)CS(=O)CC(=O)Nc2ccc(N3CCOCC3)cc2)cc1 (configuration not stated) returned HIV fusion peptide -1.5%, KOR beta-arrestin-1 -5.5%, GPR55 activation 0.2%, KOR beta-arrestin-2 1%, Siah-1 displacement 8%, NOD1 NF-kB reporter -15%, GPR55 LPI antagonism 17%, GPR35 antagonists 1% and AID2073 10%.
Screening CCOC(=O)CN1C(=O)NC(C)(c2ccc(OC(F)F)cc2)C1=O (configuration not stated) returned HIV fusion peptide 12%, KOR beta-arrestin-1 15%, GPR55 activation 0.3%, KOR beta-arrestin-2 -37%, Siah-1 displacement -1%, NOD1 NF-kB reporter 14%, GPR55 LPI antagonism 8%, GPR35 antagonists -18% and AID2073 2%.
For C/C(NCCCn1ccnc1)=C(\C#N)C(N)=O the results were HIV fusion peptide 1.8%, KOR beta-arrestin-1 7.9%, GPR55 activation -0.2%, KOR beta-arrestin-2 5%, Siah-1 displacement 0%, NOD1 NF-kB reporter -46%, GPR55 LPI antagonism 10%, GPR35 antagonists 7% and AID2073 3%.
For COc1cccc(NC2=CC(=O)CC(C)(C)C2)c1 the results were HIV fusion peptide 1.1%, KOR beta-arrestin-1 3.1%, GPR55 activation -0.1%, KOR beta-arrestin-2 -22%, Siah-1 displacement 0%, NOD1 NF-kB reporter -18%, GPR55 LPI antagonism -11%, GPR35 antagonists -3% and AID2073 3%.
For CCc1cccc(NC(=O)CSc2nc3c(c(=O)[nH]2)CCCC3)c1 the results were HIV fusion peptide 1.2%, KOR beta-arrestin-1 -0.1%, GPR55 activation 0.8%, KOR beta-arrestin-2 -13%, Siah-1 displacement 17%, NOD1 NF-kB reporter 21%, GPR55 LPI antagonism -6%, GPR35 antagonists 16% and AID2073 0%.
For CCCCC1=CC2=C(c3ccco3)C(=O)C(C)(OC(=O)c3ccc(OC)cc3)C(=O)C2=CN1CCCCO (configuration not stated) the results were HIV fusion peptide 28%, KOR beta-arrestin-1 2.5%, GPR55 activation -0.2%, KOR beta-arrestin-2 -4%, Siah-1 displacement 6%, NOD1 NF-kB reporter -3%, GPR55 LPI antagonism 10%, GPR35 antagonists 5% and AID2073 -8%.
Screening CCCCSc1[nH]c(=O)c(C(=O)OCC)cc1C#N returned HIV fusion peptide 30%, KOR beta-arrestin-1 -0.3%, GPR55 activation -0.2%, KOR beta-arrestin-2 -23%, Siah-1 displacement 1%, NOD1 NF-kB reporter 11%, GPR55 LPI antagonism 1%, GPR35 antagonists -1% and AID2073 9%.
Screening Cc1ccccc1NC(=O)COC(=O)c1cc(=O)c2ccccc2o1 returned HIV fusion peptide 0.8%, KOR beta-arrestin-1 -3.4%, GPR55 activation -0.3%, KOR beta-arrestin-2 3%, Siah-1 displacement 9%, NOD1 NF-kB reporter -49%, GPR55 LPI antagonism 6%, GPR35 antagonists 6% and AID2073 1%.
Screening COc1ccc([C@@H](C)NC(=O)CCc2nnc(-c3cc(C)on3)o2)cc1 returned HIV fusion peptide 0.5%, KOR beta-arrestin-1 -0.5%, GPR55 activation 0.7%, KOR beta-arrestin-2 -30%, Siah-1 displacement 13%, NOD1 NF-kB reporter -24%, GPR55 LPI antagonism 1%, GPR35 antagonists -6% and AID2073 8%.
Screening CCNc1cc(N2CCOCC2)nc(SC)n1 returned HIV fusion peptide 0.5%, KOR beta-arrestin-1 5.1%, GPR55 activation -0.1%, KOR beta-arrestin-2 24%, Siah-1 displacement -5%, NOD1 NF-kB reporter 7%, GPR55 LPI antagonism 9%, GPR35 antagonists -2% and AID2073 4%.
`Cc1ccc(-n2ncc3c2CCCC3NC(=O)CCc2cnccn2)cc1C` (configuration not stated) gave HIV fusion peptide 1.8%, KOR beta-arrestin-1 7.5%, GPR55 activation -0.1%, KOR beta-arrestin-2 -23%, Siah-1 displacement -4%, NOD1 NF-kB reporter -9%, GPR55 LPI antagonism -4%, GPR35 antagonists -8% and AID2073 0%.
`CC(=O)c1cccc(NC(=O)CSc2ccc(-c3ccccn3)nn2)c1` gave HIV fusion peptide -0.6%, KOR beta-arrestin-1 -4.8%, GPR55 activation -0.1%, KOR beta-arrestin-2 -7%, Siah-1 displacement 1%, NOD1 NF-kB reporter -30%, GPR55 LPI antagonism 9%, GPR35 antagonists -9% and AID2073 12%.
`CCC1COCCS(=O)(=O)N1Cc1ccc(Cl)cc1` (configuration not stated) gave HIV fusion peptide 2.2%, KOR beta-arrestin-1 -1.0%, GPR55 activation -0.3%, KOR beta-arrestin-2 -5%[20 µM], Siah-1 displacement -2%, NOD1 NF-kB reporter 18%, GPR55 LPI antagonism 0%, GPR35 antagonists 2% and AID2073 18%.
`CCn1cc(S(=O)(=O)CC(=O)Nc2cc(C)ccc2C)c2ccccc21` gave HIV fusion peptide 0.6%, KOR beta-arrestin-1 3.7%, GPR55 activation -0.1%, KOR beta-arrestin-2 2%, Siah-1 displacement 1%, NOD1 NF-kB reporter 13%, GPR55 LPI antagonism 9%, GPR35 antagonists -2% and AID2073 -1%.
Screening CC1=C(C)C(OCCBr)N(c2cc(O)c(Cl)cc2F)C1=O (configuration not stated) returned HIV fusion peptide -1.2%, KOR beta-arrestin-1 2.7%, GPR55 activation 0.0%, KOR beta-arrestin-2 18%, Siah-1 displacement 0%, NOD1 NF-kB reporter -17%, GPR55 LPI antagonism -11%, GPR35 antagonists -4% and AID2073 2%.
`Cn1cnnc1SCC(=O)OCN1C(=O)c2ccccc2C1=O` gave HIV fusion peptide -1.6%, KOR beta-arrestin-1 -4.9%, GPR55 activation -0.1%, KOR beta-arrestin-2 1%, Siah-1 displacement -1%, NOD1 NF-kB reporter 21%, GPR55 LPI antagonism -7%, GPR35 antagonists 8% and AID2073 -3%.

Not all compounds are listed, so the mix of outcomes need not match the whole.
